Screening results (PubChem)
a7 integrin act: qHTS for Activators of Integrin-Mediated Alleviation for Muscular Dystrophy | alpha7betagal myoblasts, beta-gal FDG fluorescence, 48 h | Potency, µM (top dose mostly 38.3 µM), inactives show at the highest dose activation, actives largely listed as activators | 350,000 compounds, 0.064% hits | AID 624291, 2012;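 note: potency is the fitted concentration of half-maximal effect; 100% = response of the positive control SU9516; nearly all actives have a fitted effect of over 60% in size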
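Alpha7betagal+/- myoblasts (passage 13) were plated 16-24 hr, then exposed to compounds (1:260 dilution of DMSO stock) for 48 hours at 37C. After MPER lysis, β-galactosidase reporter activity was read as FDG fluorescence (ex 480/em 540) after 30 minutes.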
TSHR antag: Antagonists of the Thyroid Stimulating Hormone Receptor: HTS campaign; activity change, negative = inhibition, % at 11.5 µM; TSHR-expressing cells, TSH-stimulated cAMP HTRF, 2 h; stronger effect = lower value; 330,000 compounds, 0.2% hits; Thyrotropin receptor (Homo sapiens), P16473;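 active = activity change below a set negative limit, meaning inhibition stronger than a set level, cut at about -70% in these data; inconclusive = activity change between two set negative limits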; note: % is set by controls: 0 for no effect and ±100 for the full control effect
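Competitive HTRF cAMP read-out (cryptate anti-cAMP antibody, cAMP-d2; 30 min, room temperature) in freshly harvested TSHR cells. Compounds added before TSH at EC80 (4nM final), followed by 2 hours' incubation at 37 deg C.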
Tb PFK inh: qHTS Assay to Find Inhibitors of T. brucei phosphofructokinase. Potency, µM (highest dose often 57.5 µM), without a hit: at the top dose activity, negative = inhibition, hits mostly inhibitors. AID 485367, 2010. T. brucei PFK, ADP-Glo luminescence. 330,000 compounds, 0.17% hits;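 note: potency is the fitted concentration of half-maximal effect; 0% = uninhibited 1x PFK enzyme wells and -100% = no-enzyme wells; nearly all actives have a fitted effect of over 60% in size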
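ADP-Glo luminescence quantified ADP after 45 min at room temperature, with 1.25 nM T. brucei PFK, 0.1 mM ATP and 0.5 mM fructose-6-phosphate in pH 8.0 TEA buffer. qHTS titrations up to 57 µM; curves classified by quality.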
Eya2 phos inh: qHTS Assay for Inhibitors of the Phosphatase Activity of Eya2 | recombinant Eya2, OMFP fluorescence dephosphorylation (OMFP is methylfluorescein phosphate) | Potency, µM (series often up to 76.9 µM), for inactives: at the highest dose activity, negative = inhibition, hits mostly inhibitors | 330,000 compounds, 0.006% hits; note: potency is the fitted concentration of half-maximal effect; % is set by controls: 0 for no effect and ±100 for the full control effect
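Eya2 (0.2 uM) preincubated 10 min at ambient with compound, then OMFP substrate added at 50 uM; 10 min reaction in 50 mM HEPES pH 7.5, 50 mM NaCl, 5 uM MgCl2, 0.05% BSA, 1 mM DTT. Fluorescence read at Ex 485/Em 525 nm.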
TCR activator: Activators of T cell receptors: qHTS campaign; primary human leukocytes, anti-CD3, IL-2 HTRF, 48 h; Potency, µM (highest dose often 9.22 µM), without a hit: at the top dose activation of IL-2 secretion, usual class: activators; 330,000 tested, under 10 active; note: % of control where 0% means no effect
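48 hr co-incubation of compounds, a-CD3 beads and primary human leukocytes; IL-2 quantified homogeneously by HTRF with anti-IL-2 K and d2 conjugates.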
Mito fusion act: qHTS Assay for Small Molecule Inhibitors of Mitochondrial Division or Activators of Mitochondrial Fusion; 320,000 compounds, 0.23% hits; S. cerevisiae fusion-defective mutant growth rescue, CellTiterGlo 48 h; Potency, µM (doses to about 46.1 µM), inactives show at the highest dose growth rescue (activation), usual class: activators;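 note: potency is the fitted concentration of half-maximal effect; % of control where 0% means no effect; nearly all actives have a fitted effect of over 45% in size; temperature-sensitive fusion mutants such as fzo1-1 at 37 °C on non-fermentable ethanol glycerol medium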
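Growth-rescue viability read-out: after 48 h at the non-permissive 37C in glycerol/ethanol YPEG, yeast mitochondrial fusion mutants are measured by CellTiterGlo luminescence; compounds (23 nl pinned per well) restoring growth score as division inhibitors or fusion activators.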
AT treatment: qHTS Assay for Identifying a Potential Treatment of Ataxia-Telangiectasia; […] A-T fibroblasts, KAP-1 phosphorylation AlphaLISA; neocarzinostatin DNA damage 30 min before lysis; Potency, µM (series often up to 57.5 µM), without a hit: at the highest dose activation, usual class: activators; AID 485349, 2010; 320,000 compounds, 0.19% hits; note: potency is the fitted concentration of half-maximal effect; % of control where 0% means no effect; nearly all actives have a fitted effect of over 45% in size
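ATM-like activity read as KAP-1 phosphorylation via AlphaLISA donor/acceptor antibody pairs after lysis and 6 hr at 25C. Cells were ATM-null patient fibroblasts ([…], hTERT), dosed 60 min, then exposed to the DSB inducer NCS for 30 min.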
PTAP TSG101 blk: qHTS Assay for Iinhibitors of HIV-1 Budding by Blocking the Interaction of PTAP/TSG101 | Potency, µM (highest dose often 115 µM), inactives show at the highest dose activity change, negative = inhibition, actives largely listed as inhibitors | AID 493005, 2010 | 340,000 tested, under 10 active | Tumor susceptibility gene 101 protein (Homo sapiens), Q99816 | Fluorescence polarization, FITC-PTAP peptide / Tsg101 binding; active = well fitted inhibition curve with a large enough effect in the main read-out, with a control signal flat, not every such curve was filed as active; inconclusive = small, poorly fitted or top-dose-only effect, or effect the other way, or a change in a side signal; inactive = no such curve, though single readings can be large or run the other way; note: potency is the fitted concentration of half-maximal effect; % of control where 0% means no effect
Target sequence (Q99816 whole entry, looked up): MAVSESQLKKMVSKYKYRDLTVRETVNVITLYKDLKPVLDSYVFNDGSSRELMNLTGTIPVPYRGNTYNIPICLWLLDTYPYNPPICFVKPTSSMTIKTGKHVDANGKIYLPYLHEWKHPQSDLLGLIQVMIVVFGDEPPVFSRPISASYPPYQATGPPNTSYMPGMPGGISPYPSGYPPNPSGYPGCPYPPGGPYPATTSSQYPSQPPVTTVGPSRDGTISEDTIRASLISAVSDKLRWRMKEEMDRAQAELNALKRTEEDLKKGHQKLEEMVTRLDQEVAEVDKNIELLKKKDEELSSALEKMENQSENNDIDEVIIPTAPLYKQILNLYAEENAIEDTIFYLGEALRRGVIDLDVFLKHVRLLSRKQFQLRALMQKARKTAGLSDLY
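Tsg101 binding domain (10 uM final) was mixed with compound and a FITC-labeled PTAP peptide (50 nM final) in HEPES pH 7.5 buffer with NaCl, Tween 20, EDTA and TCEP; fluorescence polarization was read after 20 min at r.t.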
Chronic BCR inh: qHTS Assay to Find Inhibitors of Chronic Active B-Cell Receptor Signaling | ABC-DLBCL IkBa-CBG/CBR reporter, luminescence ratio, 4 h | 340,000 compounds, 0.05% hits | Potency, µM (titrated, usually from 46.1 µM), for inactives: top-dose ratio change, negative = lower green/red ratio, actives largely listed as inhibitors | AID 493014, 2011; active = well fitted inhibition curve with a large enough effect in the signal ratio, with a control signal flat, not every such curve was filed as active; inconclusive = small, poorly fitted or top-dose-only effect, or effect the other way, or a change in a side signal; the % refers to the signal ratio;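 note: potency is the fitted concentration of half-maximal effect; plate controls were basal doxycycline-induced cells for no effect and cells given 10 µM MG132 for full effect; MG132 reads +100%, hits lower the ratio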
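Compounds up to 46 uM were incubated four hours with TMD8 cells whose green CBG68 luciferase is fused to IkappaBalpha; red CBR luminescence normalised the signal, and concentration-effect curves were fitted to fusion, red and ratio data.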
ELG1 repair inh: qHTS screen for small molecules that inhibit ELG1-dependent DNA repair in human embryonic kidney (HEK293T) cells expressing luciferase-tagged ELG1; Potency, µM (highest dose often 46.1 µM), inactives show top-dose activity change, negative = inhibition, usual class: inhibitors; AID 504467, 2011; 330,000 compounds, 2.3% hits; HEK293T ELG1-luciferase reporter, luminescence, 16 h; DNA damage induced by 5-fluorouridine; note: potency is the fitted concentration of half-maximal effect; % is set by controls: 0 for no effect and ±100 for the full control effect; nearly all actives have a fitted effect of over 55% in size
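5-Fluorouridine DNA damage + compound/DMSO, 2,000 cells/well, 16 h, 37 °C/5% CO2. ONE-Glo, 30 min RT, luminescence. Readout = decrease in reporter signal.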
S-ASM inh: Inhibitors of Secretory Acid Sphingomyelinase (S-ASM): qHTS; placental ASM, HMU-PC fluorogenic substrate, 60 min; Potency, µM (titrated, usually from 57.5 µM), for inactives: top-dose activity change, negative = inhibition, usual class: inhibitors; 340,000 compounds, 0.006% hits; note: potency is the fitted concentration of half-maximal effect
Target sequence (P17405 47-631 limits assumed): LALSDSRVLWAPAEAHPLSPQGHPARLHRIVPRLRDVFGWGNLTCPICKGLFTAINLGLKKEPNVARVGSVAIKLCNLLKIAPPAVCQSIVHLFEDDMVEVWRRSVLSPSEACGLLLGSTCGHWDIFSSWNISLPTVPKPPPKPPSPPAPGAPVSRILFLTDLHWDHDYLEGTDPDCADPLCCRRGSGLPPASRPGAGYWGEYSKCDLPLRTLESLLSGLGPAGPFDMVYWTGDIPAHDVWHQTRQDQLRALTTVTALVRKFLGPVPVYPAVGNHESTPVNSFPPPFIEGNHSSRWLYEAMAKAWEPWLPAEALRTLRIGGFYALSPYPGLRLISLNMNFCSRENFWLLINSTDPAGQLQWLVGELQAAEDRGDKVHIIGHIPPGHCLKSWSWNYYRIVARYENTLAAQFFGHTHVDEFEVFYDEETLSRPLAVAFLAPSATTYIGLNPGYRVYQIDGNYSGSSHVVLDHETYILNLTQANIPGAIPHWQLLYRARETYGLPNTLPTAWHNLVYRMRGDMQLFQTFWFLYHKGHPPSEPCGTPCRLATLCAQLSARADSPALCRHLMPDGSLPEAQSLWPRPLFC
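Steps: dispense placental human ASM, pin compound, wait 10 min at room temperature, add HMU-PC0 substrate at 9 uM final, incubate 60 min at 37 °C, add stop solution raising pH to 10, read fluorescence.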
* = called active by the depositor; ? = inconclusive; / = not tested or not shown; [ ] = dose if it differs, or a comment. Unless noted, calls come from the whole dose curve; as a rule, active = well fitted curve in the direction sought with a large enough effect; inconclusive = small, poorly fitted or top-dose-only effect, or another doubt; inactive = no such curve, though single readings can be large; an effect the other way counts as inactive or inconclusive.

entry	SMILES	a7 integrin act	TSHR antag	Tb PFK inh	Eya2 phos inh	TCR activator	Mito fusion act	AT treatment	PTAP TSG101 blk	Chronic BCR inh	ELG1 repair inh	S-ASM inh
1	Cc1cnc2cc([N+](=O)[O-])ccc2n1	-4%	-5	4%	-4%	-10%[46.1 µM]	-2%	-3%	-2%	-1%	-3%	-1%
2	Cc1cc(-c2ccccc2)nc(-c2ccccc2)c1C	-19%	-10	-18%	-2%	-1%	6%	2%	-1%	?	?	0%
3	O=C1c2ccccc2C(=O)N1CCc1c[nH]c2ccc(O)cc12	11%	-10	1%	4%	-5%	-1%	1%	-6%	?	?	1%
4	Cn1c(SCC(=O)N2CCOCC2)nnc1-c1ccccc1	14%	1	-4%	5%	-9%	-2%	5%	-6%	0%	13%	1%
5	CN1CCN(CCCNC(=O)c2ccc(Cn3c(=S)[nH]c4ccc(Br)cc4c3=O)cc2)CC1	-15%	3	0%	2%	/	5%	2%	-2%	?	?	-3%
6	Cc1ccc(NC(=O)N2CCCC(C(=O)O)C2)cc1 (centres undefined)	-21%	-1	-1%	-7%	2%	-2%	-1%	-6%	6%	19%	1%
7	O=C(COc1ccc([N+](=O)[O-])cc1)Nc1ccc(S(=O)(=O)N2CCOCC2)cc1	-3%	-5	?	7%	4%	-2%	-4%	-1%	13%	0%	-7%
8	COc1ccccc1CCN1CCCC(CN(C)C(=O)CCC(N)=O)C1 (centres undefined)	-3%	16	0%	5%	-4%	2%	5%	1%	-8%	11%	7%
9	CCOc1ccc(OCCOC(=O)CNC(=O)c2ccc(Cl)cc2Cl)cc1	-6%	2	0%	-21%	5%	-3%	-7%	-1%	?	-3%	-3%
10	O=C(c1ccco1)N1CCN(CCCCOc2ccc(F)cc2)CC1	4%	-4	-6%	2%	6%[46.1 µM]	?	1%	-5%	-3%	-12%	2%
11	O=C(c1ccccc1)c1ccc2nc(Nc3ccccc3)c3nncn3c2c1	-36%	-8	-3%	-6%	-1%	7%	-12%	0%	1%	?	-2%
12	Cc1cc(S(=O)(=O)N2CCCC2)ccc1OCC(=O)NCc1ccco1	?	11	?	-6%	/	7%	14%	-5%	13%	4%	0%
13	C#CCOCCOCCOCCNc1nc(N2CCN(C(=O)[C@H](CC(N)=O)n3cc([C@@H](N)C(C)C)nn3)CC2)nc(N2CCN(C(=O)[C@H](CC(N)=O)n3cc([C@@H](N)C(C)C)nn3)CC2)n1	3%	4	1%	-11%	-1%	/	-2%	0%	4%	?	-1%
14	Cn1c(N)c(C(=O)COC(=O)C2CCC(C(C)(C)C)CC2)c(=O)n(C)c1=O (centres undefined)	-23%	7	-1%	-17%	1%	1%	-4%	-1%	?	?	-17%
15	O=C(CCCn1nnnc1CN1CCOCC1)N1CCC(c2ccc(F)cc2)C1 (centres undefined)	5%	23	2%	-7%	-9%	1%	?	-2%	1%	-20%	2%
16	CCOC(=O)C1=C(O)C(=O)N(c2ccc(S(N)(=O)=O)cc2)C1c1ccc(Br)cc1 (centres undefined)	16%	25	0%	-9%	4%	5%	-7%	-27%	-4%	?	6%
17	Cc1nc(NC(C)C(=O)O)c2nc(C)oc2n1 (centres undefined)	20%	15	2%	-3%	4%	1%	11%	-2%	-5%	23%	2%
18	CC(=O)c1ccc(NC(=O)Nc2ccc(S(=O)(=O)N3CCCC3)cc2)cc1	-9%	-5	-1%	14%	4%	-1%	6%	-7%	0%	/	-10%
19	Cc1ccc(CN(CC(=O)NC(C)(C)C)C(=O)CNC(=O)c2cccs2)cc1	4%	-2	6%	11%	2%	-2%	-2%	-4%	1%	-8%	0%
20	Cc1ccc(CC(=O)Nc2cc(C)ccn2)cc1	5%	6	0%	3%	3%	1%	-3%	-3%	-1%	16%	4%
21	CCOC(=O)N1CCN(C(=O)CNS(=O)(=O)c2cccs2)CC1	17%	-2	3%	-19%	-2%	-1%	-1%	-3%	4%	-1%	3%
22	Cc1snc(S(=O)(=O)/C(C#N)=N\Nc2ccccc2)c1C#N	23%	/	/	/	1%	-1%	/	-6%	/	/	-11%
23	CN1C/C(=N\S(=O)(=O)c2ccccc2)N(C)C1=O	9%	2	0%	2%	3%	-11%	-11%	-1%	3%	7%	4%
24	CC(=O)NC(CC(=O)NC(C)c1ccc(Cl)cc1Cl)c1ccccc1 (centres undefined)	1%	-5	3%	-6%	6%	5%	14%	-5%	-1%	-11%	0%
25	CCOc1ccc(-c2cc(CCCC(=O)NCCCOC)no2)cc1	3%	-7	0%	1%	8%	-2%	4%	-2%	?	?	-1%
26	Cc1ccc(C)c(C(C)NC(=O)C2CCCO2)c1 (centres undefined)	-16%	6	3%	4%	8%	2%	-7%	-7%	6%	-7%	1%
27	O=C(/C(=C/O)N=Nc1ccccc1)c1ccc(Cl)cc1	11%	-14	-2%	-23%	-5%	-1%	-2%	0%	?	?	-7%
28	CN(Cc1nccn1C)C(=O)CC1C(=O)NCCN1Cc1ccc(F)cc1Cl (centres undefined)	-27%	-1	3%	-19%	-2%	-1%	8%	/	0%	0%	17%
29	O=C(Nc1ccc(S(=O)(=O)N2CCCCCC2)cc1)c1ccco1	-28%	20	-9%	13%	1%	20%	-4%	-3%	2%	?	3%
30	O=C(NCc1ccc2c(c1)OCO2)C1CCCN1S(=O)(=O)c1ccc(Cl)cc1 (centres undefined)	2%	-1	-5%	-3%	-17%	2%	-3%[11.5 µM]	3%	-1%	-1%	7%
31	FC(F)(F)c1cccc(N2CCN(C3CC4CCC3C4)CC2)c1 (centres undefined)	-38%	5	-6%	3%	/	-9%	28%	2%	6%	-6%	2%
32	COC(=O)N/N=C(\C)c1ccco1	-26%	3	2%	-2%	1%	0%	-4%	-1%	1%	0%	-1%
33	C=CCNC(=O)COC(=O)c1cc(S(=O)(=O)N2CCOCC2)ccc1N1CCCCC1	-13%	3	-1%	4%	5%	0%	-1%	-4%	10%	-7%	3%
34	CC(C)C[C@H](NC(=O)c1nc[nH]c1C(=O)N1CCN(c2ccccc2)CC1)C(=O)OC(C)(C)C	-21%	-1	-11%	-8%	4%	-16%	0%	-7%	0%	21%	1%
35	N#CCCNC(=O)CCN1CCOCC1	-3%	17	-5%	6%	-6%	-3%	-11%	-5%	-1%	5%	3%
36	Cc1cc2oc(=O)cc(CN3CCN(Cc4ccc5c(c4)OCO5)CC3)c2cc1C	18%	2	-1%	4%	-5%[46.1 µM]	0%	-2%	-5%	-3%	-8%	2%

Quoted from the listing, 2 compounds:
entry	SMILES	a7 integrin act	TSHR antag	Tb PFK inh	Eya2 phos inh	TCR activator	Mito fusion act	AT treatment	PTAP TSG101 blk	Chronic BCR inh	ELG1 repair inh	S-ASM inh
1	Cc1cnc2cc([N+](=O)[O-])ccc2n1	-4%	-5	4%	-4%	-10%[46.1 µM]	-2%	-3%	-2%	-1%	-3%	-1%
2	Cc1cc(-c2ccccc2)nc(-c2ccccc2)c1C	-19%	-10	-18%	-2%	-1%	6%	2%	-1%	?	?	0%
